FBW7 activator = FBW7 E3 ligase activators, primary screen, biochemical, AlphaScreen, human; F-box/WD repeat-containing protein 7 (Homo sapiens), Q969H0; hit rate 0.13% among 650,000; normalized activity (activation), % at 26.1 µM; AID 1259310, 2017; AlphaScreen FBW7–phospho-cyclin E peptide binding, activator screen; in the data active means normalized activity above about 1.9%;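 further: purified mutant Fbw7 with reduced substrate affinity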
MITF primary = MITF inhibitors, primary screen, biochemical, AlphaScreen, human; Microphthalmia-associated transcription factor (Homo sapiens), O75030; hit rate 0.91% among 650,000; AID 1259374, 2018; AlphaScreen MITF homodimerization, bead proximity signal; inhibition, % at 2.6 µM; in the data active means inhibition above about 50%;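 further: 0% = vehicle wells with protein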
Target sequence (O75030 whole entry, looked up): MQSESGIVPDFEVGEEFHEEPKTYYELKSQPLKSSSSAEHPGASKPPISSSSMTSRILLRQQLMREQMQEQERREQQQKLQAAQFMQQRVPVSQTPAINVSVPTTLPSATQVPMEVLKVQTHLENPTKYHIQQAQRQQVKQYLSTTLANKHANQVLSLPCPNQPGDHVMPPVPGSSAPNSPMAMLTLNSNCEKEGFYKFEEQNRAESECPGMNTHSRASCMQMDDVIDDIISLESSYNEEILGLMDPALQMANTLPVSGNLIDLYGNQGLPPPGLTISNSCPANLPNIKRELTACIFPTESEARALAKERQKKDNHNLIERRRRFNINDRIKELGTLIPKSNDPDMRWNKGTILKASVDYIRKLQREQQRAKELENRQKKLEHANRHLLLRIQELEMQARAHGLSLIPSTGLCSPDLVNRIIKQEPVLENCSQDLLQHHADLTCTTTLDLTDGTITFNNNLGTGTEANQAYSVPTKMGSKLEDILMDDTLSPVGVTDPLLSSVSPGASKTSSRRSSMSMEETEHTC
TEAD-YAP block = TEAD-YAP interaction inhibition, primary screen, TEAD-YAP interaction inhibitor project, luminescence, HEK-TIYL cells. inhibition, % at 9.12 µM. hit rate 1.4% among 640,000. TEAD-Gal4/YAP UAS-luciferase luminescence; in the data active means inhibition above about 32%;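 further: 0% = median of test compound wells and 100% = reference inhibitor wells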
GPR151 activ = activators of human GPR151, primary screen, cell-based, PathHunter beta-arrestin, luminescence. G-protein coupled receptor 151 (Homo sapiens), Q8TDV0. PathHunter beta-arrestin GPR151 cells. activation, % at 11.2 µM. hit rate 1% among 650,000; in the data active means activation above about 4.9%;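 further: 0% = median of compound wells and 100% = cells with positive control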
Target sequence (Q8TDV0 whole entry, looked up): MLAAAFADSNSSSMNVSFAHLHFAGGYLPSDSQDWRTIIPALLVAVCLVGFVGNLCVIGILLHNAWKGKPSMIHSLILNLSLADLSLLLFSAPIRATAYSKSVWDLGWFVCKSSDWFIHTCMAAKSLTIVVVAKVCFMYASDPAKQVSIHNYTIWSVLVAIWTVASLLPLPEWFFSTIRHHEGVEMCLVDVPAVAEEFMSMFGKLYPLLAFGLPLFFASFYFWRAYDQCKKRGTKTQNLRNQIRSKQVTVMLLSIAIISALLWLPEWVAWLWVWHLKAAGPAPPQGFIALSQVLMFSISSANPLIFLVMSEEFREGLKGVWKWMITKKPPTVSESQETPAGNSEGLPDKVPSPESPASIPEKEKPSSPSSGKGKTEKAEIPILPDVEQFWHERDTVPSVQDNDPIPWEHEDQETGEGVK
* marks the source's active call; other numbers are inactive results; x = not tested or not shown.

SMILES	FBW7 activator	MITF primary	TEAD-YAP block	GPR151 activ
COc1ccc(N(C(=O)c2cccnc2)S(=O)(=O)c2cc(OC)ccc2OC)cc1	0.0	-3.6	11.6	1.7
COc1ccccc1-c1cnnc(N/N=C/c2cccc(O)c2Cl)n1	-0.2	2.8	-23.2	1.0
CN(C)CCCOC(=O)c1cc2ccccc2o1	-0.1	0.3	13.2	0.2
CC(=O)N(C)c1nnc(-c2ccc(N(C)C)cc2)s1	0.0	5.4	7.4	1.0
Cn1c(SCC(=O)N2CCCc3ccccc32)nc2c(c1=O)SCC2	-0.2	-2.7	11.3	-0.5
COc1ccc(C2=NS(=O)(=O)N(C)C(C(=O)Nc3cccc(O)c3)=C2)cc1	-0.1	11.9	1.8	0.8
O=C(Nc1cccnc1Cl)C1CC(c2ccccc2F)=NO1 (stereo not given)	0.8	16.6	0.7	-0.4
C/C(=N\n1c(C)cc(C)c(C#N)c1=O)c1ccc2ccccc2c1	0.1	6.7	4.5	0.5
Cc1cccc(N(CC(=O)O)S(C)(=O)=O)c1C	1.3	11.2	-0.8	-0.2
Cc1cc2c(c(-c3ccc(Cl)cc3)c1)OC(CNC(=O)c1ccc[n+]([O-])c1)C2 (stereo not given)	-0.1	-23.2	3.3	-0.1
CCCOc1ccc(C2C(C#N)=C(N)OC3=C2C(=O)CC(C)(C)C3)cc1OC (stereo not given)	-0.1	1.2	0.3	-0.1
COCCn1c(=S)[nH]c2ncccc2c1=O	1.8	7.0	-5.2	0.4
CCOc1cccc(C(=O)Nc2ccc(NC(=O)c3ccc(C(C)(C)C)cc3)cc2)c1	0.1	0.0	-3.9	-0.2
S=c1[nH]nc(-c2ccncc2)n1/N=C/c1ccccc1	-0.1	-6.2	-2.7	0.7
Cc1ccc(OCC(=O)Nc2ccc([N+](=O)[O-])cc2C)cc1	0.2	9.0	-4.5	-2.0
CN(C)CCCNc1ccc(-c2cccs2)cn1	-0.2	10.6	-2.2	1.8
Cc1ccc(-c2csc3ncnc(N4CCC(C(=O)O)CC4)c23)cc1	0.0	4.5	-8.6	0.7
CSCCNC1CCc2c(sc3ncn(CCc4ccccc4)c(=O)c23)C1 (stereo not given)	-0.4	-6.7	-0.2	-0.5
Cc1oc2cc(OCc3cnn(-c4ccccc4)c3)ccc2c(=O)c1Oc1ccccc1F	0.0	-16.8	-0.8	-0.8
Cc1cc(C(=O)N2CCOCC2)n(CC(=O)NCc2ccco2)n1	0.1	10.4	4.1	1.2

Entries listed so far that contain a halogen (4):
SMILES	FBW7 activator	MITF primary	TEAD-YAP block	GPR151 activ
COc1ccccc1-c1cnnc(N/N=C/c2cccc(O)c2Cl)n1	-0.2	2.8	-23.2	1.0
O=C(Nc1cccnc1Cl)C1CC(c2ccccc2F)=NO1 (stereo not given)	0.8	16.6	0.7	-0.4
Cc1cc2c(c(-c3ccc(Cl)cc3)c1)OC(CNC(=O)c1ccc[n+]([O-])c1)C2 (stereo not given)	-0.1	-23.2	3.3	-0.1
Cc1oc2cc(OCc3cnn(-c4ccccc4)c3)ccc2c(=O)c1Oc1ccccc1F	0.0	-16.8	-0.8	-0.8

Remaining list, next part
SMILES	FBW7 activator	MITF primary	TEAD-YAP block	GPR151 activ
Cc1sc2nc(C(C)C)n3c(SCC(=O)NC(C)(C)C)nnc3c2c1C	0.0	11.9	3.3	-0.3
CC1=NN(c2ccc(S(N)(=O)=O)cc2)C(=O)/C1=C\c1ccc(-c2ccc([N+](=O)[O-])cc2Br)o1	0.1	10.2	-2.3	0.7
O=C(C1CC1)N1CCN(c2ccc3cccc(-c4ccccc4F)c3n2)CC1	-0.1	-5.4	-0.8	1.4
CS(=O)(=O)c1cnc2ncnn2c1C1CCCN(C(=O)Cc2ccccc2F)C1 (stereo not given)	0.0	15.0	10.0	0.6
COc1ccc(N=Cc2c(O)n(Cc3ccccc3)c(=O)[nH]c2=O)cc1	0.0	3.7	9.5	0.4
COc1ccc(NC(=O)N2c3ccccc3CC2C)cc1OC (stereo not given)	0.1	11.9	-7.6	-0.1
Cc1cccc(C)c1NC(=S)N(Cc1cccs1)C1CCCC1	0.1	12.2	5.0	1.2
COc1ccccc1NC(=O)C1=C(C)NC(=O)NC1c1c(Cl)cccc1Cl (stereo not given)	0.1	-7.6	6.2	0.2
CCOC(=O)C1=CN(Cc2ccc(F)cc2)C=C(C(=O)OCC)C1c1ccc(OC)cc1	0.6	-17.3	-15.6	-1.0
O=C1OC(c2cccc(Cl)c2Cl)=N/C1=C\c1coc2ccccc2c1=O	0.1	11.7	-6.9	1.4
CCN(c1cc(C)cc(C)c1)S(=O)(=O)c1nnc(NC(=O)c2ccccc2)s1	0.0	5.1	-0.6	-0.5
Cc1ccc(C)c2[nH]c(=O)c(CCNC(=O)C3CC3)cc12	-0.1	2.0	-9.6	-0.7
COc1cc(OC)cc(C(=O)Nc2nc3c(C)cc(Cl)cc3s2)c1	0.0	-11.6	4.9	-0.3
CC1CCC2C(=O)N(c3ccc(Cl)c(Cl)c3)C(=O)C2C1 (stereo not given)	0.0	-1.0	10.2	0.8
CCCC(=O)N(CC(=O)Nc1sc2c(c1C(N)=O)CCCC2)C1CCCC1	1.2	17.1	-15.8	1.5
CN1CCN(c2ccc(-c3nc(NCCOc4ccccc4)c4ncn(C5CCCCC5)c4n3)cc2)CC1	-0.1	3.6	24.3	-2.5
CCN(C(=O)CSc1ncccc1C(=O)O)C1CCCCC1	0.2	14.2	2.4	1.0
O=C(NCc1cc2cc3c(cc2nc1Cl)OCO3)c1ccco1	-0.1	17.2	-56.6	-1.7
N#Cc1ccc(-c2csc(NC(=O)c3cc([N+](=O)[O-])ccc3Cl)n2)cc1	0.2	-5.2	14.0	0.4
Cc1cccc(N=C2NC(=O)/C(=C3/C(=O)N(CC(=O)O)c4ccccc43)S2)c1C	0.0	5.6	12.8	-0.4
Cc1cccc(C(=O)Nc2cccc3c(NC(=O)c4cccc(C)c4)cccc23)c1	0.2	10.4	4.7	-0.4
O=C(Nc1ccc(C(F)(F)F)cc1)c1cc(S(=O)(=O)NC2CCCCC2)ccc1F	-0.2	-10.3	8.5	1.0
COC(=O)c1ccc2c(=O)n(CCc3ccc(OC)c(OC)c3)c(SCC(=O)Nc3ccccc3OC)nc2c1	0.2	1.4	3.8	0.8
CCc1cc2c(NC(CC(C)C)C(=O)O)nc(C)nc2s1 (stereo not given)	0.1	2.3	0.4	0.0
O=C(Cn1nc(-c2ccccc2)ccc1=O)NCCCN1CCC(Cc2ccccc2)CC1	-0.3	-13.5	-2.0	-0.7
CCOc1cc(S(=O)(=O)N2CCOCC2)ccc1Br	-0.1	-5.8	-1.1	-1.9
COc1cc(OC)c(S(=O)(=O)N2CCCCC2)cc1S(=O)(=O)N1CCCCC1	0.0	10.0	2.8	0.1
Cc1ccc2oc(-c3ccc(C(=O)Nc4ccc(NC(=O)C(C)(C)C)cc4)cc3)nc2c1	-0.1	-2.4	-38.6	1.9
COc1ccc(CN2CCN(Cc3ccc(C(F)(F)F)cc3)CC2)c(OC)c1	0.0	67.5*	-0.8	-0.3
CCC(C)NC(=O)c1ccc2c(c1)nc(C)n2-c1cccc(C)c1 (stereo not given)	0.1	-3.4	-8.3	-1.7
CCOC(=O)C1=C(C)NC2=C(C(=O)CCC2)C1c1ccc(OC)c(OC)c1 (stereo not given)	0.0	-1.3	2.1	-0.4
O=C(COC(=O)Cn1nnc2ccccc21)NC1CCCC1	-0.1	13.8	-3.7	0.4
O=C(Nc1ccc(-c2nc3ccccc3o2)cc1)c1cccc(N2C(=O)CCC2=O)c1	0.0	-11.6	-7.1	0.8
COc1cc(Nc2cc(C(=O)NCc3nc4ccccc4[nH]3)ccn2)cc(OC)c1OC	-0.2	-4.4	2.9	3.5
CCOc1ccc2c(c1)Sc1ccccc1N2CCN(CC)CC	-0.5	19.8	-1.2	1.4
O=C(NCCc1ccc(O)cc1)c1cccc(N2CCN(c3ccccn3)CC2)n1	0.3	5.3	26.4	-1.2
CCCCC(=O)Nc1c2c(nn1-c1ccc(Cl)cc1)CS(=O)(=O)C2	0.0	5.7	-13.1	0.7
Cc1ccccc1-n1nc2c(c1NC(=O)Cc1ccc(F)cc1)CS(=O)C2 (stereo not given)	0.1	-1.6	-5.2	-0.7
Cc1cc(/C=c2\sc3nc4ccccc4n3c2=O)c(C)n1-c1ccc(C(=O)O)cc1	0.0	7.6	5.5	0.5
COc1cccc(C2CC(c3ccc(C)cc3)=NN2S(=O)(=O)c2ccc(C)cc2)c1OC (stereo not given)	-0.3	-4.5	-11.8	-1.0

Structural class, the compounds so far with bromine (two)
SMILES	FBW7 activator	MITF primary	TEAD-YAP block	GPR151 activ
CC1=NN(c2ccc(S(N)(=O)=O)cc2)C(=O)/C1=C\c1ccc(-c2ccc([N+](=O)[O-])cc2Br)o1	0.1	10.2	-2.3	0.7
CCOc1cc(S(=O)(=O)N2CCOCC2)ccc1Br	-0.1	-5.8	-1.1	-1.9

More entries follow.
SMILES	FBW7 activator	MITF primary	TEAD-YAP block	GPR151 activ
Cc1ccc(-c2c(C(=O)NN3CCOCC3)oc(=O)c3ccccc23)cc1	0.0	9.0	1.2	0.6
Cc1cc(C)nc(CCNC(=O)CC2C(=O)NCCN2Cc2ccoc2)n1 (stereo not given)	0.1	-2.0	-7.2	-0.3
O=C(Nc1sc2c(c1C(=O)N1CCOCC1)CCCC2)c1ccccc1	0.0	3.2	-5.1	-0.4
CN1CCc2cc(C(CNC(=O)Nc3ccccc3)N3CCCCC3)ccc21 (stereo not given)	-0.3	-1.9	-2.3	0.2
CC[C@]1(O)C[C@H]2CN(CCc3c([nH]c4ccccc34)[C@@](C(=O)OC)(c3cc4c(cc3OC)N(C=O)[C@H]3[C@@](O)(C(=O)OC)[C@H](C(=O)OC)[C@]5(CC)C=CCN6CC[C@]43[C@@H]65)C2)C1	-0.1	-4.0	x	0.2
COc1ccccc1NC(=O)C1CCCN(S(=O)(=O)c2ccc3c(c2)oc(=O)n3C)C1 (stereo not given)	0.0	1.0	15.7	-0.5
CCCCc1ccc(NC(=S)NN)cc1	0.1	-6.5	4.2	-0.7
COc1ccccc1C1C(C#N)=C(N)OC(C)=C1C(=O)Nc1ccc(SC)cc1 (stereo not given)	0.1	8.9	-7.2	1.4
COCCCNC(=O)CS(=O)(=O)Cc1nc(-c2cccc(OC)c2)oc1C	-0.2	10.3	1.9	0.3
Cc1cccc(-c2noc(CNC(=O)CCCN3C(=O)c4ccccc4C3=O)n2)c1	0.0	-13.9	-1.7	-1.2
O=C(NCc1nc2ccccc2[nH]1)c1cnc(NCCN2CCOCC2)s1	-0.1	0.9	-3.0	-2.0
CC1=C(c2ccccc2)SC2=NCCN21	0.1	11.0	9.2	-0.8
Cc1onc(-c2ccccc2)c1C(=O)Nc1ccncc1	0.6	9.8	12.5	-0.7
CCOC(=O)Nc1sc(C)c(CC)c1C(N)=O	-0.1	11.2	0.7	0.4
CCOC(=O)c1cnc2cc(Cl)c(OC)cc2c1NCc1ccc(F)cc1	0.1	16.3	4.8	0.6
Cc1ccc(CNC(=O)Nc2ccc(F)cc2F)n1C	-0.2	1.3	4.2	0.7
O=C(c1cc(-c2cccs2)nc2ccc(F)cc12)N1CCOCC1	0.2	16.0	6.4	-0.2
CC(=O)c1cc(CN2CCCC(CNS(=O)(=O)Cc3ccccc3)C2)cs1 (stereo not given)	-0.1	-3.2	6.1	0.7
COc1cc(Nc2ncnc3c2nc(-c2csc4ccccc24)n3C(C)C)cc(OC)c1OC	-0.1	3.1	-6.7	0.4
COC(=O)c1ccccc1CSc1nc(C)cc(C)n1	0.0	6.8	-0.3	-1.2
CCCOc1cccc(C2C3=C(CCCC3=O)N(CCC(=O)O)C3=C2C(=O)CCC3)c1	0.0	0.1	-10.9	-0.4
O=C(CSc1nc2ccc([N+](=O)[O-])cc2[nH]1)Nc1ccc(F)c(Cl)c1	0.1	0.4	4.5	0.5
Fc1ccccc1CN1CCN(CCCc2ccccc2)CC1	-0.2	72.8*	4.0	-1.6
Cc1cc(=O)n2c(C(=O)Nc3ccccc3)c(C(=O)Nc3cccc(C)c3C)sc2n1	0.0	3.2	14.7	-0.7
CN(C)c1cccc(Nc2nc3ncnc(NCCCN4CCCC4=O)c3[nH]2)c1	-0.2	52.7*	-2.8	1.8
CC(Nc1cc(N2CCN(C(=O)c3cccc(Cl)c3)CC2)ccc1[N+](=O)[O-])C12CC3CC(CC(C3)C1)C2 (stereo not given)	0.0	6.9	2.9	1.8
O=C(C1CCN(S(=O)(=O)Cc2ccccc2)CC1)N1CCCc2ccccc21	0.1	4.9	14.6	8.2*
CCC(C)NC(=O)c1sc2ncnc(N3CCN(c4ccccc4F)CC3)c2c1C (stereo not given)	-0.3	6.7	-4.8	0.0
CCOc1ccc(C2=Nc3ccc(F)cc3C(c3ccncc3)=NN2)cc1	0.2	4.1	-22.9	0.2
Cc1ccc(C)c(NC(=O)c2cnn3ccccc23)c1	0.0	1.4	-23.1	0.3
CC1=C(C(=O)Nc2ccccc2)C(c2cccs2)C(C#N)=C(SCC(=O)Nc2ccc(C)cc2C)N1 (stereo not given)	0.2	-4.8	-17.5	0.0
COc1ccc(/C=N/NC(=O)CCc2ccccc2)cc1	0.4	16.6	3.2	0.1
CN1C(=O)/C(=c2\sc3nc(-c4cccc(Cl)c4)nn3c2=O)c2ccccc21	0.0	9.7	-0.2	-0.8
O=C1C(c2ccncc2)=C(O)c2ccccc21	0.0	-5.3	-29.1	-5.5
CC(C)c1ccc(CNC(=O)CSCC(=O)Nc2ccc3ccccc3c2)cc1	0.0	4.5	-2.5	-0.4

Screens as filed in PubChem BioAssay.

Outcome played no part in choosing rows. About 3.4% of those tested had a hit in this group.
